# E coli growth – E. coli V3065 growth inhibition, primary screen, counter-screen for AddAB inhibitor project, absorbance, OD600; 18 h; inhibition, % at 11.9 µM; 330,000 tested, 0.27% active;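 active = inhibition above the campaign's mean inhibition across all tested compounds plus 3 SD, cut at about 9.9% in these data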;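 note: uninfected addAB+ strain grown without phage in ampicillin broth; 0% = DMSO wells and 100% = ciprofloxacin 0.95 µg/ml wells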
# PKA-R2B act – activators of PKA-R2B holoenzyme, primary screen, biochemical, fluorescence polarization, Cy5-IP20, human. 340,000 tested, 0.079% active. cAMP-dependent protein kinase catalytic subunit beta (Homo sapiens) + cAMP-dependent …. activation, % at 11.4 µM. PKA-R2B holoenzyme dissociation; R2B truncated from residue 108, S112A mutant; 0% DMSO only, 100% 113 µM cGMP;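 active = activation above a cutoff set at the mean over all compounds plus 3 SD, cut at about 18% in these data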;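 note: higher means more holoenzyme dissociation and a rise in polarization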
# phage Ecoli inh – growth loss of phage-infected E. coli, primary screen, RecBCD inhibitor project, absorbance, with phage, HTS; AID 651602, 2012; inhibition, % at 11.9 µM; 360,000 tested, 0.26% active; in the data active = inhibition above about 11%
# Tat export inh – E. coli Tat export inhibitors, primary screen, MC4100, TorA-mCherry reporter, fluorescence, single point | inhibition, % at 10 µM | 340,000 tested, 0.036% active;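 active = mean replicate inhibition at least 50% and at least half of replicates individually reaching 50%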;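 note: exported cargo escapes ClpAP degradation while cytoplasmic cargo is degraded and loses fluorescence; 0% = median of neutral control wells and 100% = median of NaSCN control wells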
# PKA-R1A activ – activators of PKA-R1A holoenzyme, primary screen, biochemical, fluorescence polarization, Cy5-IP20, bovine R1A, mouse PKAc. cAMP-dependent protein kinase type I-alpha regulatory subunit (Bos taurus) + …. PKA-R1A dissociation; scaled: DMSO 0%, 113 µM cGMP 100%. activation, % at 11.4 µM. 340,000 tested, 0.083% active;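 active = percent activation above the mean of all tested compounds plus 3 SD, cut at about 19% in these data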;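 note: higher means more PKAc released from R1A so a rise in polarization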
# HTR5A inv ag – HTR5A inverse agonists in luminescence cell assay, primary screen, counter-screen for OPRM1-OPRD1 heterodimer inverse agonist project, full-deck HTS; 5-hydroxytryptamine receptor 5A (Homo sapiens), P47898; 340,000 tested, 0.083% active; HTR5A cell line, inverse agonism; inhibition, % at 9.3 µM; in the data active = inhibition mostly above about 23%, no sharp cut-off; inactive = mostly below about 18%;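 note: 0% = cells with DMSO and 100% = no-cell wells with DMSO; some compounds called inactive have numbers as strong as hits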
# Target sequence (P47898 whole entry, looked up): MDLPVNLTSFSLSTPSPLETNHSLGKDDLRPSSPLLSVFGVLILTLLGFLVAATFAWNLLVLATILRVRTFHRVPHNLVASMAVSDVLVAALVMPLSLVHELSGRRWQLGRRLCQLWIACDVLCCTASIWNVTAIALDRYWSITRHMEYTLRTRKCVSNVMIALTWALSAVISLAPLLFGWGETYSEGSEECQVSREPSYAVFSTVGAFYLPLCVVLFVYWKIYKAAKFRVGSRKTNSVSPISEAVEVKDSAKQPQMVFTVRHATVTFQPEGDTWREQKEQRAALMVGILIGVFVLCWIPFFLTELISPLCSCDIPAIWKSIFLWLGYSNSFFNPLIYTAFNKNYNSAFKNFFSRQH
# HTR5A ag ctr – HTR5A agonists in luminescence cell assay, primary screen, counter-screen for OPRM1-OPRD1 heterodimer agonist project, full-deck HTS. 340,000 tested, 0.61% active. cell-based. activation, % at 9.3 µM. AID 504692, 2011; in the data active = activation mostly above about 9.5%, no sharp cut-off; inactive = mostly below about 7.6%;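 note: 0% = cells with vehicle only and 100% = reference agonist; strong numbers were not always called active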
# CDK5 p35 inh – inhibitors of human CDK5/p35 kinase, primary screen, biochemical, single concentration. Cyclin-dependent kinase 5 (Homo sapiens) + Cyclin-dependent kinase 5 activator 1 (Homo …. AID 488839, 2010. 330,000 tested, 0.01% active. Recombinant CDK5/p35, ADP-Glo luminescence, 60 min. inhibition, % at 10 µM;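 active = highest replicate inhibition of at least 50% and at least 75% of replicates reaching 50%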;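 note: plate controls were DMSO neutral control for no effect and GW8510 at 10 µM for full effect; many of its hits are not listed in these tables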
# Target sequence (Q00535 whole entry, looked up): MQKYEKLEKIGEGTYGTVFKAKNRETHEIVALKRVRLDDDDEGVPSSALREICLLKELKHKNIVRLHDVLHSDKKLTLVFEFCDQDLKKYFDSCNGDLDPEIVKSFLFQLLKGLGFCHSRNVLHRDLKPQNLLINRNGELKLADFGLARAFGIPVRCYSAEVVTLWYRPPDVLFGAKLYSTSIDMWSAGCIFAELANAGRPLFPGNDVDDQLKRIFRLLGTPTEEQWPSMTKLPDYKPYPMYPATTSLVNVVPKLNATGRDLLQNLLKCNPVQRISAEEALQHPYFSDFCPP
# Target sequence (Q15078 whole entry, looked up): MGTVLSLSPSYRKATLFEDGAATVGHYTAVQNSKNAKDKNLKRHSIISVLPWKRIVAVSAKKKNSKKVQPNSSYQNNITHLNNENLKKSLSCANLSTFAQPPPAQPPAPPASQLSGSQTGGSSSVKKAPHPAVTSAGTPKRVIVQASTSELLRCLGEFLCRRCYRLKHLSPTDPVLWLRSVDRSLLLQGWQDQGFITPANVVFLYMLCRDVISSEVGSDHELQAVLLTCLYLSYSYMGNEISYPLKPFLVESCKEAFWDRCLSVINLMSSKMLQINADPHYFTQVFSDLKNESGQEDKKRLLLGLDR
# AddAB inh – growth inhibition of E. coli expressing H. pylori AddAB, primary screen, AddAB inhibitor project, absorbance | inhibition, % at 11.9 µM | 330,000 tested, 0.29% active; in the data active = inhibition above about 12%;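 note: 0% = vehicle wells of infected cells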
# Mot1-301 SUMO – yeast Mot1-301 growth rescue at high temperature, primary screen, SUMOylation pathway inhibitor project, S. cerevisiae, ATP luminescence, 38.5C; 320,000 tested, 1% active; growth rescue, % at 18.8 µM; S. cerevisiae Mot1-301 growth rescue; percent above DMSO median, 100 means doubled; AID 2716, 2010;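 active = every valid replicate shows activation above 250% relative to neutral control wells; inactive = the rest, any valid replicate at or below 250%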;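 note: OY570 slx delta 5 strain wells were the positive control but not used for scaling; some compounds called inactive have numbers as strong as hits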
# DAGLB inh – DAGLB lipase inhibitors, primary screen, biochemical, fluorescence, HTS; Diacylglycerol lipase-beta (Homo sapiens), Q8NCG7; HEK293T DAGLB membrane lysate, EnzChek fluorogenic substrate; inhibition, % at 5.17 µM; 340,000 tested, 0.059% active; in the data active = inhibition above about 34%;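 note: 0% = enzyme with vehicle and 100% = wells lacking enzyme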
# Numbers without * were called inactive; . = no result given.
mol	E coli growth	PKA-R2B act	phage Ecoli inh	Tat export inh	PKA-R1A activ	HTR5A inv ag	HTR5A ag ctr	CDK5 p35 inh	AddAB inh	Mot1-301 SUMO	DAGLB inh
CCCC(=O)N(Cc1cc(=O)[nH]c2ccccc12)c1ccccc1C	-1.7	-2.9	3.6	-15.1	5.5	10.4	-2.8	0.9	-3.0	-5.6	3.6
CCOc1ccc(NC(=S)N(CCOC)C2CCN(C(C)C)CC2)cc1	-1.4	-8.3	1.9	-4.5	2.0	11.5	-3.2	-2.2	0.5	5.1	1.9
O=C(CN1CC[C@@]2(O)CCCC[C@H]2[C@@H]1c1ccc(F)cc1)NCc1ccco1	-0.2	9.9	1.6	-3.1	1.9	-28.8	-1.4	0.6	0.8	2.2	0.7
COc1cc(C)cc(C(=O)C=Cc2ccccc2)c1O	.	-6.9	2.5	-2.8	-3.8	-1.5	0.4	0.9	.	.	0.3
O=C(N/N=C/c1ccco1)c1cc(-c2ccc(Cl)s2)[nH]n1	3.2	-9.2	2.2	-4.8	10.0	-7.3	-4.5	0.2	3.9	-23.0	-8.0
O=C(CNC1=NCCC1)c1ccc2c(c1)OCCO2	1.6	2.5	1.4	5.1	10.1	-15.5	6.5	0.1	0.2	3.6	-3.5
O=C(Cc1csc(Nc2nc(=S)[nH]c3ccccc23)n1)NCc1ccc(Cl)cc1	-0.8	-9.2	.	11.6	1.9	-29.3	-1.4	-1.8	1.1	13.5	-0.2
C=CCOc1ccc(C=Nc2ccc(Cl)cc2)c(O)c1	-0.8	0.6	3.1	-1.6	-4.8	15.2	4.8	-2.2	1.4	161.0	-1.2
CCOc1ccc(Nc2nc3c(c(=O)[nH]2)CCC3)cc1	0.7	-8.7	3.1	-8.0	-4.9	-35.6	9.8	1.5	1.3	25.5	-4.5
O=c1cc(-c2ccccc2)[nH]n1-c1nc2ccccc2[nH]1	0.2	-1.4	2.1	2.2	-19.7	11.0	-0.8	-2.0	-0.7	-8.5	18.3
CCCNC(=O)CN1C(=O)NC(c2ccccc2)(c2ccccc2)C1=O	0.8	3.3	1.0	-8.5	-2.5	5.1	2.2	-0.6	1.0	-6.6	-0.1
CCCCN(C)CCCNC(=O)c1cn(C)c2ccc(S(=O)(=O)N(C)C3CCCCC3)cc2c1=O	-1.8	-3.2	0.0	5.3	-11.4	-15.3	4.1	-1.1	0.2	147.8	0.4

# Look-ups from the entries so far:
# Value for C=CCOc1ccc(C=Nc2ccc(Cl)cc2)c(O)c1 in Mot1-301 SUMO: 161.0
# Value for COc1cc(C)cc(C(=O)C=Cc2ccccc2)c1O in Tat export inh: -2.8

# 4 entries drawn at random from those above:
mol	E coli growth	PKA-R2B act	phage Ecoli inh	Tat export inh	PKA-R1A activ	HTR5A inv ag	HTR5A ag ctr	CDK5 p35 inh	AddAB inh	Mot1-301 SUMO	DAGLB inh
CCCNC(=O)CN1C(=O)NC(c2ccccc2)(c2ccccc2)C1=O	0.8	3.3	1.0	-8.5	-2.5	5.1	2.2	-0.6	1.0	-6.6	-0.1
CCCC(=O)N(Cc1cc(=O)[nH]c2ccccc12)c1ccccc1C	-1.7	-2.9	3.6	-15.1	5.5	10.4	-2.8	0.9	-3.0	-5.6	3.6
O=C(CN1CC[C@@]2(O)CCCC[C@H]2[C@@H]1c1ccc(F)cc1)NCc1ccco1	-0.2	9.9	1.6	-3.1	1.9	-28.8	-1.4	0.6	0.8	2.2	0.7
O=C(CNC1=NCCC1)c1ccc2c(c1)OCCO2	1.6	2.5	1.4	5.1	10.1	-15.5	6.5	0.1	0.2	3.6	-3.5

# (cont.)
mol	E coli growth	PKA-R2B act	phage Ecoli inh	Tat export inh	PKA-R1A activ	HTR5A inv ag	HTR5A ag ctr	CDK5 p35 inh	AddAB inh	Mot1-301 SUMO	DAGLB inh
Cc1ccc(C)c(NC(=S)NCc2ccc3[nH]c4c(c3c2)CCCC4)c1	0.6	-1.2	0.8	8.7	3.1	-11.3	3.7	1.4	4.2	39.3	4.0
N=C1C(=O)OCC1c1ccccc1NC(=O)CN1CCOCC1 (stereo not given)	0.0	-8.0	3.4	-15.5	2.6	-49.9	3.0	-0.2	3.7	-5.6	-2.0
Cc1nnc2sc(-c3ccc(N(C)C)cc3)nn2c1=O	.	-4.9	0.2	-3.7	9.1	0.9	-0.2	0.7	.	.	3.0
Cc1ccc(Cn2c(C)c3cnn(CC(=O)NCCN4CCOCC4)c(=O)c3c2C)cc1	.	-10.0	5.4	-1.9	-1.7	-17.6	0.6	0.4	.	.	0.9
C=CCc1ccc(OCCCCOc2ccc(C(=O)O)cc2)c(OC)c1	-3.0	.	-1.4	1.0	.	.	.	0.4	-1.0	4.2	.
O=C(NNc1nc2ccccc2s1)C1CC1	3.4	-2.2	-1.8	-0.2	6.9	-22.3	-3.6	-1.4	-0.8	-28.7	-2.6
COC(=O)NNC(=O)c1cccc(C)c1	-1.5	-7.2	.	-0.9	8.8	1.7	1.9	0.7	0.4	-11.7	1.4
CCOC(=O)N1CCN(c2nc(C)c3c(n2)CCCC3=O)CC1	0.8	4.5	4.9	4.1	6.7	-8.0	-7.1	1.6	0.7	-12.9	0.0
CC(NCCN(C)C)C1CCC2C3CCc4cc(O)ccc4C3CCC12C (stereo not given)	.	-4.3	2.5	-1.3	-4.3	10.1	-2.6	-1.0	.	.	1.9
O=C1CCCCC1Nc1ccc(Cl)cc1 (stereo not given)	.	7.7	1.2	-2.4	0.8	2.9	-0.8	-0.1	.	.	0.4
CCC(=O)N1CC2(CC(c3cccc([N+](=O)[O-])c3)=NO2)C[C@H]1C(=O)NCC(N)=O (stereo not given in full)	0.3	-18.3	1.6	2.0	9.6	23.2	-8.6	2.2	4.2	7.4	-0.1
C=CCn1c(SCc2ccc(C#N)cc2)nnc1-c1ccccc1	-0.1	0.9	3.9	4.0	-4.3	-1.3	0.5	2.2	2.3	424.2	-2.1

# Later entries:
# Sequence of screens – E coli growth	PKA-R2B act	phage Ecoli inh	Tat export inh	PKA-R1A activ	HTR5A inv ag	HTR5A ag ctr	CDK5 p35 inh	AddAB inh	Mot1-301 SUMO	DAGLB inh
> COc1cc(C(=O)N[C@H](C(=O)Nc2nnc(C3CC3)s2)C(C)C)cc(OC)c1OC
→ -2.0	-1.7	0.9	2.1	-1.3	-0.8	0.3	1.0	1.2	7.2	-0.5
> Cc1occc1C(=O)N1CCCC(Nc2ccc(F)c(F)c2)C1 (stereo not given)
→ 0.8	-7.5	1.9	0.1	4.5	-19.6	-0.5	1.4	1.1	-7.3	-1.8
> COc1ccc(C(O)(C(=O)NNc2ccc(C)cc2)c2cccs2)cc1 (stereo not given)
→ -0.9	0.3	0.3	-0.4	-8.3	-9.6	6.1	0.0	1.9	141.5	-0.6
> Cc1c(C)n(CCCN(C)C)c2ncnc(NC3CCCCC3)c12
→ 1.0	0.0	1.8	-0.7	2.2	-3.3	0.9	0.2	-0.4	-6.4	-2.4
> CCN(CC)C(=O)Cc1c(O)c2ccccc2[nH]c1=O
→ -0.6	-7.0	4.0	2.3	-9.0	1.8	-1.8	1.8	-2.6	-3.6	-10.4
> CN1CCC(=NNC(=O)C(=O)NCc2ccccc2)CC1
→ -2.3	-5.6	1.7	-2.2	-8.0	1.9	1.9	1.6	1.3	-11.3	0.5
> OC[C@H]1OC(O)[C@@H](O)[C@@H](O)[C@@H]1O (stereo not given in full)
→ 0.5	-6.7	1.5	0.3	2.0	-2.0	1.2	-1.3	-1.3	22.4	-0.2
> CC(C(=O)NCCSCc1cccc(Cl)c1)N(c1ccccc1)S(C)(=O)=O (stereo not given)
→ 0.1	-5.8	-0.4	-19.6	2.4	0.8	-0.2	-0.3	-0.5	-5.7	1.2
> NC(=O)COC(=O)c1ccc(Cl)c(S(=O)(=O)N2CCCCCC2)c1
→ -0.6	-9.6	2.1	-2.7	1.3	2.9	-1.0	-0.8	1.3	-9.8	-1.1
> Clc1cccc(-c2ccc(/C=N/n3cnnc3)o2)c1
→ -1.1	-7.3	-1.4	-9.8	-8.2	22.8	3.3	-0.6	-1.0	9.6	1.2
> O=C(NCc1nc2ccccc2[nH]1)C1=C[C@H](C2CCCCC2)C[C@H](OCc2ccc(CO)cc2)O1
→ -4.1	-3.4	-2.0	15.7	0.6	1.1	-2.0	0.6	1.0	4.3	-0.1
> COc1cccc(C2CC(c3ccc(Br)cc3)=NN2C(=O)c2ccncc2)c1OC (stereo not given)
→ 1.6	-17.9	5.2	4.9	-10.9	-1.6	0.6	0.3	3.4	7.1	-3.9
> CCCS(=O)(=O)c1c(S(=O)(=O)CCC)c2ccc(C(N)=O)cn2c1C(=O)c1ccc(F)cc1
→ -0.6	0.8	2.7	-3.2	-3.0	17.3	-1.9	1.2	2.0	7.8	-2.4
> Cc1cc(=O)oc2c(C)c(OCC(=O)NCCc3ccc(S(N)(=O)=O)cc3)ccc12
→ -1.4	-0.1	0.4	6.9	-3.2	-9.3	-1.3	-10.4	0.0	1.9	0.7
> Cc1noc(C)c1C(=O)Nc1ccc(F)cc1F
→ -0.2	3.6	3.8	-10.2	0.0	-2.5	1.0	-0.1	1.6	-19.7	2.0
> C=CCn1c(SCC(=O)NC(=O)NC2CCCC2)nnc1C1CCCCC1
→ -0.6	-4.7	3.0	0.0	5.9	-10.4	0.1	0.5	0.9	-0.5	1.8
> CC(C)Cc1nnc(NC(=O)CCC(=O)N2CCN(c3ccccc3F)CC2)s1
→ -3.0	-11.0	0.9	-3.4	-14.5	18.1	0.9	-0.8	2.7	-1.0	1.7
> O=C(COC(=O)CNC(=O)c1ccccc1F)Nc1ccc2c(c1)OCO2
→ -1.2	6.0	2.5	-5.1	-2.7	2.0	2.6	0.8	2.0	-0.3	3.2
> CCCCOc1ccc(C(=O)NCC(=O)N2CCN(C(=O)c3ccco3)CC2)cc1
→ 1.1	-12.9	0.1	8.2	1.3	-5.4	-2.8	0.8	0.6	.	-1.6

# Hits appear at their usual frequency; overall some 2.3% were active at least once.
